INS promoter inh: TRM-6 insulin promoter activity inhibition. TRM-6 cells (human fetal islet line), insulin promoter-eGFP reporter, imaging; reporter expression induced with tamoxifen. inhibition, % at 2 µM. 0.9% of 130,000 active. AID 1273;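 active = inhibition above the mean plus 3 SD, with well images judged a real hit on visual review, cut at about 60% in these data, passing the limit was not always enough; inconclusive = inhibition over the cutoff but images rejected on review; inactive = inhibition not above the cutoff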
sdo1 growth: compounds rescuing growth of sdo1-depleted yeast, bone marrow failure model | z-score at 10 µM | 0.21% of 140,000 active | S. cerevisiae sdo1-depleted JHY4D growth rescue, OD600 30 h; stronger effect = higher value; pdr5 snq2 efflux-pump mutant strain | AID 817;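 active = z-score above 3 at both the 24 hr and the 30 hr optical density reads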;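 also: z-score against mean and SD of all compound wells on the same plate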
sdo1 growth Rescue 24 h: recorded beside sdo1 growth, whose call it bears; z-score; S. cerevisiae sdo1-depleted JHY4D growth rescue, OD600; measured here: growth rescue at 24 h;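 0 is the plate mean of compound wells and units are plate SD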
* hit, by the source's call; u = inconclusive; x = not tested or not shown.

Each structure is followed by: INS promoter inh, sdo1 growth, sdo1 growth Rescue 24 h
> CC(C)COC(=O)C(C#N)c1nc2ccccc2nc1N1CCN(Cc2ccccc2)CC1 (stereo not given)
 : -25.3, -1.37, -0.82
> CCN(CC)C(=O)Nc1ccc(C(=O)OC)cc1
 : 83.3*, 0.59, 0.39
> COc1cc(C=C2C(=O)OC(c3ccccc3)OC2=O)cc(Br)c1O (stereo not given)
 : 60.0, x, x
> Cc1cccc(C=Nc2ccc3c(c2)oc2ccccc23)c1O
 : x, 1.17, 1.32
> O=C(COC(=O)CCSc1ccccc1)NCc1ccccc1Cl
 : x, 1.32, 0.58
> O=C(/C=C/c1ccc([N+](=O)[O-])cc1)OCc1cnc(-c2ccccc2)o1
 : 0.0, x, x
> COc1nc(OC)nc(N2CCC(C(=O)NCc3ccco3)CC2)n1
 : x, 0.28, -0.5
> CN1CCN(c2ccc([N+](=O)[O-])cc2NC(=O)c2ccccc2Cl)CC1
 : 17.1, -0.37, -0.38
> COCC(=O)NNC(=O)c1ccc(OC)cc1
 : 21.4, x, x
> O=C(NCCc1cccs1)C1CC(c2c(Cl)cccc2Cl)=NO1 (stereo not given)
 : 35.5, 0.21, 0.64
> Cc1ccc(-c2nc3cc(NC(=O)C(C)C)ccc3o2)cc1
 : 45.7, -0.26, 1.01
> O=C(Nc1cnn(Cc2ccc(Cl)cc2)c1)c1ccc([N+](=O)[O-])cc1
 : x, -0.99, -0.98
> COc1ccc(OC)c(-n2nnnc2SCC(=O)Nc2nc(C)c(C)s2)c1
 : -14.3, -0.59, 0.08
> CCCCCc1c(C)nc(N2CCc3ccccc3C2)[nH]c1=O
 : -72.4, -1.14, -0.45
> Cc1cccc(N2CSC3=C(C#N)C(c4ccc(C)o4)CC(=O)N3C2)c1 (stereo not given)
 : 44.4, -0.68, 0.93
> Cc1ccc(-c2nnc3ccc(SCC(=O)N4CCc5ccccc54)nn23)cc1
 : x, -1.5, -0.54
> COc1ccc2c(C)cc(SCC(=O)Nc3c(C)n(C)n(-c4ccccc4)c3=O)nc2c1
 : 25.7, -0.45, -0.6
> CN(C(=O)COC(=O)COc1ccccc1F)C1CCS(=O)(=O)C1 (stereo not given)
 : x, 0.15, -0.3
> Cc1ccc(C(=O)COC(=O)c2cn(-c3ccccc3)nc2-c2ccccc2)cc1[N+](=O)[O-]
 : 17.2, 0.29, -0.13
> CCOC(=O)c1c(C)c(C(=O)O)n(C)c1C
 : -50.0, 0.7, 0.23
> Cc1cccc(OC(=O)n2c(=S)oc3cc(Cl)ccc32)c1
 : x, -0.67, -1.01
> COCCCNC(=S)NCCCNc1nc2cc3c(cc2cc1C#N)OCO3
 : -6.5, 0.36, -0.02
> Cc1nc(-c2ccccc2)sc1-c1nc(-c2ccccc2)ncc1S(=O)(=O)c1ccccc1
 : x, -0.64, 0.7
> Cc1cc(=O)n(C)c(=O)n1CC(=O)N1CCCCCC1
 : 42.9, 0.32, -0.63
> CC(C)(C)c1ccc(C(=O)NNC(=O)c2ccc(Cl)cc2)cc1
 : -25.0, -0.3, -0.26
> COC(=O)c1ccccc1S(=O)(=O)N(Cc1cc2cc3c(cc2[nH]c1=O)OCO3)C1CCCCC1
 : 25.0, -0.82, 0.4
> O=S(=O)(NCc1cccnc1)c1cccc2cccnc12
 : -68.4, 0.19, -0.37
> CC(=O)Nc1cccc(N(C)S(C)(=O)=O)c1
 : 37.5, 0.71, -0.32
> CC(C)c1cc(C(N)=O)c(NC(=O)c2cccc(COc3ccc(Br)cc3)c2)s1
 : -25.0, -1.25, -1.85
> Clc1ccc(CSc2nnc(-c3c[nH]c4ccccc34)o2)cc1
 : 39.3, -1, -0.74

A few values from above.
CCN(CC)C(=O)Nc1ccc(C(=O)OC)cc1 @ sdo1 growth: 0.59
COc1ccc2c(C)cc(SCC(=O)Nc3c(C)n(C)n(-c4ccccc4)c3=O)nc2c1 @ INS promoter inh: 25.7

More records:
Each structure is followed by: INS promoter inh, sdo1 growth, sdo1 growth Rescue 24 h
> Cc1ccccc1NC(=S)N(CCCN1CCOCC1)Cc1cccs1
 : 0.0, 0.26, 0.42
> Nc1nc(SCC(=O)NCCCO)nc2sc3c(c12)CCC3
 : x, 1.74, 0.46
> COc1ccc2nc3c(c(-c4ccccc4)c2c1)CCC3
 : 19.1, -0.6, -0.17
> O=c1[nH]ncc(N2CCCCC2)c1Cl
 : 0.0, 1.32, 0.41
> Cc1cc(C)c(S(=O)(=O)N2CCN(c3ccc([N+](=O)[O-])c(-n4nc(C)cc4C)c3)CC2)c(C)c1
 : 20.0, -0.71, -0.65
> COc1ccc(Nc2cc(C(=O)NCCCN3CCOCC3)c3ccccc3n2)cc1OC
 : -320.0, 1.42, 1.32
> CCCCCn1c(-c2ccco2)nc2nc3ccccc3nc21
 : x, -1.43, -0.26
> Cc1ccc(C(C(=O)NC(C)(C)C)N(Cc2ccco2)C(=O)Cn2nnc(-c3cccs3)n2)cc1 (stereo not given)
 : -13.3, -0.15, 0.27
> Cc1cccc(-c2nc3c(c(SCC(N)=O)n2)CCCC3)c1
 : -310.5, -1.23, -1.02
> CCOC(=O)NN1C(=O)c2ccccc2NC1c1ccc(OC)cc1OC (stereo not given)
 : 0.0, x, x
> CC(Cc1cccs1)NC(=O)Nc1ccccc1 (stereo not given)
 : x, 0.69, 0.4
> CCOC(=O)c1cccc(NC(=O)CSc2nnnn2CC)c1
 : 28.6, -0.28, -0.89
> COc1ccc(-c2csc(=Nc3c(C)n(C)n(-c4ccccc4)c3=O)n2C(C)(C)C)cc1
 : -2.6, 0.8, 0.7
> COc1ccc(-n2c(O)c(Cc3ccccc3)c(=O)n3nc(-c4ccccc4)c(=O)cc23)cc1
 : 9.5, 0.82, 0.38
> O=C1CSC(c2ccc(Cl)cc2)N1 (stereo not given)
 : 25.8, -0.57, -1.04
> Cc1ccccc1NC(=S)NC(NC(=O)N(C)C)C(Cl)(Cl)Cl (stereo not given)
 : 10.0, 0.53, 0.34
> N#C/C(=C/c1cccn1-c1cccc(C(=O)O)c1)c1ccc(Cl)cc1
 : -35.3, x, x
> C#CCn1cnc2c(cnn2-c2ccc(C)c(C)c2)c1=O
 : 35.7, 0.63, 0.53
> Nc1nc(-c2ccc3c(c2)OCCO3)cs1
 : x, -0.61, -1.09
> O=C(Nc1ccccc1)N1CCn2c(nc3ccccc32)C1
 : x, 1.1, 0.72
> CCOC(=O)c1c(C)oc2c1c(C(c1cccnc1)N1CCOCC1)c(O)c1ccccc12 (stereo not given)
 : x, -2.04, -0.8
> COc1ccc(CCNc2oc(-c3ccc(OC)c(OC)c3)nc2C#N)cc1
 : -61.5, -1.62, -1.2
> Cc1coc(C)c1C(=O)CC1(O)C(=O)N(C)c2ccc(Cl)cc21 (stereo not given)
 : 25.6, x, x
> c1ccc(N=P(N2CCOCC2)(N2CCOCC2)N2CCOCC2)cc1
 : 0.0, 0.33, -0.51
> O=C(CN1C(=O)C2CCCCN2C(=O)c2ccccc21)N1CCCc2ccccc21 (stereo not given)
 : 0.0, 0.41, -0.16
> Cc1cccc(NC(=O)c2cc3c(n(-c4ccccc4)c2=O)CCCC3=O)n1
 : 17.1, -0.4, -1.38
> Cc1ccc(/C=C2/NC(=O)N(c3ccccc3)C2=O)o1
 : -22.6, -0.02, -0.46
> C=CCn1c(SCC(=O)c2cc(C)n(CC3CCCO3)c2C)nnc1-c1ccccc1 (stereo not given)
 : 0.0, -1.16, -1.25
> O=c1[nH]c(-c2cccs2)nc2ccccc12
 : u, 0.52, 0.8
> Cc1nc(C(F)(F)F)c(C(=O)N=CN(C)C)s1
 : 28.6, x, x
> O=C(COC(=O)/C=C/c1ccc(Cl)cc1)NCCc1ccccc1
 : 46.1, 0.05, 0.19
> CCN(CC)S(=O)(=O)c1cccc(-c2nnc(C(=O)c3ccc(C(F)(F)F)cc3)o2)c1
 : 21.2, -0.46, 0.31
> COCc1cc(C)nc(N2CCCCC2)c1C#N
 : 47.6, 0.69, 0.23
> CCn1c(CC(=O)Nc2ccc(Cl)c(Cl)c2)nnc1SCc1ccc(Cl)cc1
 : x, -1.81, -0.69
> COc1ccccc1NC(=O)Cn1cnc2c1c(=O)n(C)c(=O)n2C
 : 0.0, -0.02, 0.5
> Cc1nc(SCc2ccccc2C)n[nH]1
 : 15.4, 0.41, 0.82
> CN(C)/C(=N\OC(=O)c1ccccc1)c1nonc1N
 : -103.5, -0.17, 0.24
> COc1ccc(Cl)cc1S(=O)(=O)n1nnc2ccccc21
 : 50.0, 0.66, 1.03
> Cc1nc2c(C(=O)NCc3ccco3)cnn2c(C)c1Cc1ccc(F)cc1Cl
 : 7.7, -0.83, 0.41
> Cc1ccccc1CN(c1ccc(C(N)=O)cc1)S(C)(=O)=O
 : 0.0, 2.34, 2.77
> Cc1nc(-c2cccc(S(=O)(=O)N3CCOCC3)c2)cs1
 : 15.2, -0.18, -0.24
> Cc1c(Cl)c(-c2n[nH]c(=S)n2-c2ccccc2)nn1C
 : 0.0, 0.98, 1.23
> CCOC(=O)c1cnn2c(C)cc(-c3ccc(F)cc3)nc12
 : -3.2, 0.01, -0.79
> COc1cnn(-c2ccc(Br)cc2)c(=O)c1SCc1ccccc1
 : 5.7, -0.68, -0.76
> COc1c(Cl)ccc(Cl)c1C(=O)NCc1ccco1
 : 21.4, x, x
> O=C(Nc1cccc(Cl)c1)Nc1nnc(CSCCOc2ccc(Cl)cc2)s1
 : -6.7, 1.21, 2.42
> Cn1c(CN2CCCCC2)nc2cc(NC(=O)c3cccs3)ccc21
 : 0.0, 1.85, 1.72
> O=c1n(CCCN2CCN(c3cccc(Cl)c3)CC2)nc2ccccn12
 : 18.2, -0.52, -0.2
> Cc1noc(C)c1C(=O)OCC(=O)NCCC1=CCCCC1
 : x, -0.31, -0.48
> CC(C)C(=O)Nc1nnc(SCC(=O)Nc2ccc3c(c2)OCO3)s1
 : 0.0, 1.18, 0.5

Part of the list above in a different format.
SMILES	INS promoter inh	sdo1 growth	sdo1 growth Rescue 24 h
O=C(Nc1cccc(Cl)c1)Nc1nnc(CSCCOc2ccc(Cl)cc2)s1	-6.7	1.21	2.42
Cn1c(CN2CCCCC2)nc2cc(NC(=O)c3cccs3)ccc21	0.0	1.85	1.72
O=c1n(CCCN2CCN(c3cccc(Cl)c3)CC2)nc2ccccn12	18.2	-0.52	-0.2
Cc1noc(C)c1C(=O)OCC(=O)NCCC1=CCCCC1	x	-0.31	-0.48
CC(C)C(=O)Nc1nnc(SCC(=O)Nc2ccc3c(c2)OCO3)s1	0.0	1.18	0.5

Remaining list, next part:
Each structure is followed by: INS promoter inh, sdo1 growth, sdo1 growth Rescue 24 h
> Cc1cc(C)c(OCCCCNCc2ccccc2)c(Cl)c1
 : 8.3, -0.74, -0.78
> CC1(C(=O)NCc2ccc(Cl)c(Cl)c2)Oc2cccnc2NC1=O (stereo not given)
 : -207.7, x, x
> COCCN(Cc1cc2cc(C)ccc2nc1Cl)C(=O)Nc1ccccc1C
 : -5.0, -0.37, -0.49
> CS(=O)(=O)N(CC(=O)N/N=C/c1ccco1)c1ccccc1Br
 : 0.0, 0.19, 0.1
> Cc1ccc(N2C(=O)CC(N(CCc3ccccc3)C(=S)Nc3ccc(N(C)C)cc3)C2=O)cc1 (stereo not given)
 : 0.0, 0.45, 1.55
> CCCc1cc(C(=O)NCc2ccccc2)no1
 : 50.0, 0.67, -0.17
> Cn1c(=S)n(/N=C/c2ccc3c(c2)OCO3)c2ccccc21
 : 8.3, -0.83, 0.31
> O=C1Nc2cc(C(=O)N3CCOCC3)ccc2SC1N1CCOCC1 (stereo not given)
 : -84.6, 1.01, -1.32
> O=C(NNC1=NCCCCC1)c1ccccc1
 : x, 0.81, 0.85
> CCCCSC1=C(C#N)C(c2ccccc2C)CC(=O)N1 (stereo not given)
 : x, -2.69, -1.87
> O=C(Nc1ccc(O)c(-c2nc3ccccc3o2)c1)C1(c2ccc(Br)cc2)CCCC1
 : x, 0.21, 0.33
> Cc1c(Cc2ccccc2)sc(N)c1C(N)=O
 : 54.5, -0.21, -0.51
> Cc1ccc(NC(=O)CN(C)C(=O)CSc2nncn2C)cc1
 : -18.6, 0.9, 0.35
> CC(=O)NC(Cc1ccc(F)c(F)c1)C(=O)NC1CCN(c2nnnn2-c2ccccc2)CC1 (stereo not given)
 : 10.0, x, x
> C=CC(O)(C#CCN(CC)CC)c1ccccc1 (stereo not given)
 : 62.5, 0.15, -0.81
> CC(C)CNC(=O)CSc1nc2nn(-c3ccccc3)c(=O)c-2c2n1CCCCC2
 : -466.7, x, x
> Cc1ccsc1/C=N/NC(=O)CNC(=O)c1cccc([N+](=O)[O-])c1C
 : -8.3, x, x
> Cc1cc(N2CCOCC2)nc2cc(O)ccc12
 : x, 0.04, -0.18
> Cc1c(Cl)cccc1NC(=O)Cn1cccc1
 : x, 0.34, -0.62
> C=CCn1c(-c2ccc(N)cc2)nc2ccccc21
 : x, -0.2, -0.5
> Cc1cc(C)c(S(=O)(=O)NCCCN2CCOCC2)cc1Br
 : x, 1.2, -0.25
> O=C(CSc1nnc(Nc2ccccc2F)s1)NCc1ccco1
 : -20.0, -1.11, -1.46
> O=C(CSc1nnc(NC(=O)Cc2ccccc2)s1)NCc1ccco1
 : 5.3, x, x
> Cc1cc(C(=O)N2CC(C)CC(C)C2)n(-c2ccccc2)n1 (stereo not given)
 : x, -0.56, -0.78
> CCc1ccc(CCC(=O)Nc2sc3c(c2C#N)CCCC3)o1
 : -16.2, -1.32, -1.06
> CCn1c(NC)cc(=O)n(C)c1=O
 : -2.6, 0.85, 0.84
> CCCCC(=O)Nc1ccc(C(=O)NNC(=O)CCCOc2ccc(Cl)cc2Cl)cc1
 : x, -0.06, 0.79
> O=C(Cc1ccccc1F)NCC(c1ccco1)N1CCCCC1 (stereo not given)
 : 16.7, x, x
> CCOC(=O)c1c(NC(=O)N/N=C/c2ccccc2OCC)sc(C(C)=O)c1C
 : 60.0, -1.25, -0.25
> O=C(O)CNS(=O)(=O)c1cc(Cl)c(Cl)cc1Cl
 : 0.0, -0.15, -1.13

Screens as filed in PubChem BioAssay.
